CHRM4 agonist = agonists of human muscarinic M4 receptor (CHRM4); P08173; CHO-K1 hM4/Gqi5, Fluo-8 calcium fluorescence; vehicle 0%, full acetylcholine response 100%; activation, % at 3 µM; hit rate 0.14% among 360,000;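 active = activation above the run mean over all test wells plus 3 SD, cut at about 32% in these data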;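 also: peak over basal fluorescence ratio per well then scaled between controls; 0% = DMSO wells and 100% = acetylcholine at EC100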
Target sequence (P08173 whole entry, looked up): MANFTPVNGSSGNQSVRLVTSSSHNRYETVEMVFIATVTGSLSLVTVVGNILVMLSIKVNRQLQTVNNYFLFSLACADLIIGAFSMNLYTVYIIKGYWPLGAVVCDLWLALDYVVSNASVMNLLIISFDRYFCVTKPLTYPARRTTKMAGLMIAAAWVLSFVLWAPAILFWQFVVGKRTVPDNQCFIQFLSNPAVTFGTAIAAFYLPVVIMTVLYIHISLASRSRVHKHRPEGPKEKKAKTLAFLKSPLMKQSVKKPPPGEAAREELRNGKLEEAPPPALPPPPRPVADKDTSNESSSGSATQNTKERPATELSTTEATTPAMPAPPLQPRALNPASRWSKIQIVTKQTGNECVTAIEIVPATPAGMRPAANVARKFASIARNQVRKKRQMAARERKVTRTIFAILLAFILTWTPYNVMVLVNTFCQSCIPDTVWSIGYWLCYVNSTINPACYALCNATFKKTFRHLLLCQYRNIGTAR
TAAR1 agonist = agonists of human TAAR1; CHO RD-HGA16 TAAR1, Fluo-8 calcium fluorescence; vehicle wells 0%, saturating PEA agonist 100%; Q96RJ0; AID 624467; hit rate 0.99% among 360,000; activation, % at 3 µM;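 active = activation above the mean activation of all test compounds in the run plus 3 SD, cut at about 38% in these data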
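test system = CHO RD-HGA16 cells carrying human TAAR1 plus Gα16 | schedule = 17-24 h seeding, 75 min 37 °C dye, 30 min RT | compound dosing = 3 µM single concentration | control set = DMSO and PEA EC100 | replicates = n 1 | signal = Fluo-8 fluorescence, 5 s baseline then 140 s kinetic read | measure = percent activation vs PEA EC100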
CHRM1 antagonist = human CHRM1 antagonism; P11229; AID 588852; inhibition, % at 3 µM; CHO-K1 hM1, Fluo-8 calcium fluorescence, ACh EC80 antagonist; hit rate 1.3% among 360,000;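 active = percent inhibition above its own plate's cutoff, namely the mean of that plate's compound wells plus 3 SD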;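 also: peak over basal fluorescence ratio during 140 s after agonist addition; 0% = ACh EC80 plus DMSO and 100% = DMSO alone without agonist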
Target sequence (P11229 whole entry, looked up): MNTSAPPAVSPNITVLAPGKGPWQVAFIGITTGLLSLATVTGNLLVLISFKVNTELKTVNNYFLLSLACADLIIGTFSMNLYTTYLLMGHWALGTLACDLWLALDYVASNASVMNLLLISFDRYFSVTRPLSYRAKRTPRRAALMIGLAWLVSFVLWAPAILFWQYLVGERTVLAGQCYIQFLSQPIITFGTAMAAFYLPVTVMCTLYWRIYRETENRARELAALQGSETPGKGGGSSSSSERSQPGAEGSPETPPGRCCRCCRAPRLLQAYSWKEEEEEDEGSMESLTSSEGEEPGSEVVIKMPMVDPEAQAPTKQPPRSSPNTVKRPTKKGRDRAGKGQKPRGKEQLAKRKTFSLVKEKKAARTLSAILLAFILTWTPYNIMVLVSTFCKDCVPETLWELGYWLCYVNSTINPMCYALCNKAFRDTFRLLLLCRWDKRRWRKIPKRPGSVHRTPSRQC
CHRM5 agonist = agonists of human muscarinic M5 receptor (CHRM5); activation, % at 3 µM; hit rate 0.19% among 360,000; CHO-K1 hM5 cells, Fluo-8 calcium fluorescence; 0% DMSO wells, 100% maximal acetylcholine response; P08912; AID 624037;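 active = activation above the run's mean over test compounds plus 3 SD, cut at about 23% in these data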;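 also: signal is peak over basal fluorescence ratio across the kinetic read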
CHRM1 agonist = activates human CHRM1 receptor | CHO-K1 hM1, Fluo-8 calcium fluorescence, agonist mode; 0% DMSO, 100% acetylcholine EC100 | activation, % at 3 µM | hit rate 0.33% among 360,000 | AID 588814;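 active = activation above the run's mean compound activation plus 3 SD, cut at about 16% in these data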;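 also: peak over basal fluorescence ratio within a 140 s kinetic read after compound addition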
M4 antag = blocks acetylcholine activation of human M4 receptor. CHO-hM4 cells, ACh EC80, Fluo-8 calcium fluorescence. inhibition, % at 3 µM. hit rate 0.73% among 360,000;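 active = inhibition above its plate's cutoff, the mean inhibition of sample wells plus 3 SD, cut at about 27% in these data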;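 also: 0% = acetylcholine EC80 with DMSO and 100% = DMSO without agonist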
CHRM5 antagonist = blocks acetylcholine activation of human M5 receptor. P08912. CHO-hM5 cells, Fluo-8 calcium fluorescence, ACh EC80. inhibition, % at 3 µM. hit rate 0.59% among 360,000. AID 624040;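 active = inhibition above a per-plate cutoff, the mean of that plate's test compounds plus 3 SD, cut at about 27% in these data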;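 also: 0% = acetylcholine EC80 with DMSO and 100% = DMSO without agonist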
CHRM1 PAM = human CHRM1 positive allosteric modulation. P11229. CHO-K1 hM1, Fluo-8 calcium fluorescence, ACh EC20; 0% = ACh EC20, 100% = maximal ACh. activation, % at 3 µM. hit rate 0.088% among 360,000. AID 588819; in the data active = activation above about 19%, passing the limit was not always enough
M5 PAM = positive allosteric modulators of human muscarinic M5 receptor. P08912. CHO-K1 hM5, Fluo-8 calcium, ACh EC20 PAM; 0% = ACh EC20, 100% = ACh EC100. activation, % at 3 µM. hit rate 0.3% among 360,000. AID 624038;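 active = activation above the run cutoff, the mean activation of all test compounds plus 3 SD, cut at about 18% in these data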
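Measured by: Fluo-8 calcium fluorescence; material: human M5 receptor in CHO-K1 cells; schedule: Post-acetylcholine fluorescence recording 140 s; benchmarks: low control EC20 acetylcholine (0%), high control EC100 acetylcholine (100%); read-out: Max/basal fluorescence ratio as % of EC20–EC100 ACh window; compound: single dose, 3 µM nominal final test concentration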
* hit, by the source's call; . = not tested or not shown. The list is partial; count on the stated rates, not on these rows.

The first two records, to show the layout:
SMILES | CHRM4 agonist | TAAR1 agonist | CHRM1 antagonist | CHRM5 agonist | CHRM1 agonist | M4 antag | CHRM5 antagonist | CHRM1 PAM | M5 PAM
Cc1ccc(NC(=O)CCC(=O)OCCCC(F)(F)C(F)(F)F)cc1 | 0.0 | 2.1 | 5.6 | -3.2 | -5.1 | -7.7 | -2.6 | 0.3 | -1.7
O=C(CSc1nnc(CNC(=O)c2ccco2)o1)NC1CCCC1 | 1.1 | 13.3 | -19.4 | -4.9 | -3.1 | -7.7 | -16.8 | 5.2 | 16.9

Main list (from the top)
SMILES | CHRM4 agonist | TAAR1 agonist | CHRM1 antagonist | CHRM5 agonist | CHRM1 agonist | M4 antag | CHRM5 antagonist | CHRM1 PAM | M5 PAM
Cc1ccc(NC(=O)CCC(=O)OCCCC(F)(F)C(F)(F)F)cc1 | 0.0 | 2.1 | 5.6 | -3.2 | -5.1 | -7.7 | -2.6 | 0.3 | -1.7
O=C(CSc1nnc(CNC(=O)c2ccco2)o1)NC1CCCC1 | 1.1 | 13.3 | -19.4 | -4.9 | -3.1 | -7.7 | -16.8 | 5.2 | 16.9
CCn1nnnc1SCC(=O)c1cc(Cl)ccc1OC | 1.6 | 2.7 | -3.7 | -7.1 | -5.8 | 7.9 | 6.0 | 10.3 | -0.7
O=C(Nc1nccs1)C12CC3CC(C1)CC(C(=O)Nc1nccs1)(C3)C2 | 7.1 | 10.6 | -23.5 | 1.4 | -2.0 | -5.5 | 4.6 | -2.1 | -6.5
CC(C)Cn1c(O)c(N=NC(=O)c2cccc(S(=O)(=O)N3CCCCC3)c2)c2ccccc21 | 0.2 | -1.5 | -5.1 | -2.0 | -8.0 | -3.0 | -3.5 | 8.3 | 1.3
COc1ccc2c(c1OC)C(=O)OC2Nc1nc(-c2cc3cc([N+](=O)[O-])ccc3oc2=O)cs1 (stereo not drawn) | 0.9 | 3.5 | 0.8 | -2.2 | -6.8 | 1.6 | -1.9 | 5.0 | 1.6
O=C(O)c1ccc2nc(CO)[nH]c2c1 | 0.7 | 4.8 | -12.2 | -3.7 | -2.1 | -3.3 | 1.9 | 8.1 | -3.5
COCCNC(=O)c1ccc2c3n(nc2c1)-c1ccc(C)cc1CO3 | 2.3 | 0.3 | -13.0 | -5.1 | -7.8 | -17.8 | 3.4 | 5.5 | 3.7
Cc1nc2sc3c(O)cc(=O)[nH]c3c2c(C)c1C | 0.2 | 8.2 | -5.9 | 1.4 | -2.5 | 7.0 | -3.2 | 7.1 | 2.8
COc1ccc(S(=O)(=O)Nc2cccc(C)n2)c2ccccc12 | 2.1 | 4.3 | 6.8 | 0.5 | -2.8 | 5.7 | -2.5 | -7.8 | 1.7
COc1cc(/C=N\NC(=O)c2ccc(Cn3cc(Br)c([N+](=O)[O-])n3)o2)cc(OC)c1O | -0.4 | -1.6 | 10.8 | 0.8 | -3.8 | 13.2 | 12.2 | -6.7 | -6.9
Cc1nn2cc(-c3ccc(N)cc3)nc2s1 | -1.3 | 2.4 | -4.3 | 0.3 | -4.9 | 2.3 | -1.4 | -5.7 | 0.3
O=c1oc2ccccc2c(O)c1/C=C1\C=Nc2ccccc21 | 3.1 | 14.8 | -18.3 | 4.8 | 0.7 | -9.8 | 5.8 | 6.5 | -0.9
COC(=O)c1sccc1NN1C(=O)c2ccccc2C1=O | 0.8 | 2.1 | -17.3 | 0.9 | -0.8 | -10.6 | 0.3 | 7.9 | 2.3
COc1cc(S(=O)(=O)NCC2OCCc3ccccc32)ccc1-n1cnnn1 (stereo not drawn) | 6.0 | 4.1 | 0.1 | 5.1 | -0.1 | 10.2 | 3.2 | 2.4 | -4.5
CCN1C(=O)[C@H]2[C@@H](c3ccc(C(F)(F)F)cc3)N[C@]3(CCCN(Cc4ccc(Cl)cc4)C3=O)[C@H]2C1=O | -0.9 | 1.7 | -15.2 | -1.9 | -7.5 | -4.3 | 8.8 | 8.8 | -1.4
COc1cc(C2CC(C(F)(F)F)n3ncc(C(=O)O)c3N2)cc(OC)c1OC (stereo not drawn) | 0.1 | 0.3 | -9.9 | -0.5 | -2.3 | 11.6 | -8.0 | 8.7 | 7.0
CC(OC(=O)c1cccc(S(=O)(=O)Nc2cccc(C(F)(F)F)c2)c1)C(=O)Nc1ccc2c(c1)OCCO2 (stereo not drawn) | 4.1 | 14.5 | 6.4 | -0.6 | -3.4 | 4.4 | 12.8 | -4.0 | -8.2
Cc1cc(Nc2nc3ccccc3nc2Cl)n(-c2ccccc2)n1 | 0.1 | -2.5 | -0.2 | -4.5 | -10.6 | -4.1 | 0.4 | 1.1 | -2.2
Cc1cccc(-n2c(SCc3ccc([N+](=O)[O-])cc3)nnc2-c2c[nH]c3ccccc23)c1 | 0.5 | 14.4 | -6.7 | 0.1 | -6.8 | -9.8 | -0.9 | 7.7 | 4.3
Oc1c(Br)cc(Br)cc1/C=N/c1nc2c(s1)CCCC2 | 0.4 | . | -13.7 | -1.3 | -3.2 | 0.7 | -1.8 | 11.7 | 4.7
CCNC(=O)COC(=O)c1cc(-c2ccccc2)nn1-c1ccccc1 | 1.5 | 1.7 | 3.3 | -3.9 | -6.7 | -0.2 | 5.2 | 1.3 | 5.1
Cc1ccc(SCCC(=O)N(C)CC(=O)Nc2c(C)cccc2C)cc1 | 3.9 | 2.2 | 1.8 | 0.6 | -0.7 | -3.4 | 13.9 | -3.6 | -4.3
CCOc1ccccc1-c1nc2c(s1)CCc1onc(-c3ccc(OC)cc3)c1-2 | 1.0 | 5.4 | -4.7 | 2.6 | -2.6 | -4.6 | 8.3 | 2.1 | -6.1
COc1ccccc1N1CCN(C(=O)CSc2nnc(NC(=O)C3CC3)s2)CC1 | 1.9 | 1.9 | 0.1 | 1.9 | -3.6 | 5.6 | -3.1 | 4.0 | -2.2
COc1ccccc1NC(=O)Cc1ccsc1 | 0.1 | -0.5 | -5.2 | 0.1 | -2.1 | 6.1 | 8.7 | 2.4 | -4.0
COC(=O)/C=C(\C)NC(=O)c1ccc(F)cc1 | 0.6 | -3.9 | -4.5 | -2.3 | -3.1 | 1.7 | -6.4 | 2.1 | 1.8
COc1ccccc1C(=O)Nc1nc2nc(-c3ccccc3)cc(=O)n2[nH]1 | 0.1 | 4.8 | -14.4 | 0.6 | -2.8 | 3.4 | -3.4 | 10.9 | 0.2
CC(NC(=O)c1cc(S(=O)(=O)N(C)C)ccc1N1CCCC1)C1CC2CCC1C2 (stereo not drawn) | 1.9 | 0.8 | -11.2 | 1.4 | -4.2 | -1.9 | -0.8 | 9.2 | 8.8
O=C(COc1ccc(Br)cc1)N(Cc1ccccc1)c1ccccn1 | -2.2 | -2.4 | 7.3 | -1.1 | -7.3 | 5.0 | -6.5 | -1.8 | 0.1
O=C(NCC1CCCN(Cc2ccc3nonc3c2)C1)c1cccc(C(F)(F)F)c1 (stereo not drawn) | -0.6 | -2.0 | -17.4 | -5.4 | -14.0 | 4.1 | 5.4 | 11.9 | -6.6
COc1ccc(C2CC(c3ccccc3)=NN2c2ccc(N)cc2)cc1 (stereo not drawn) | 0.2 | 0.1 | -5.0 | -0.2 | -7.8 | 3.0 | 3.5 | 9.3 | -4.0
Cc1ccc(-c2cc(C(=O)N(C)CC(=O)Nc3ccccc3Br)c3ccccc3n2)o1 | 17.1 | 14.3 | 22.9 | -0.8 | -0.9 | 15.1 | 9.6 | -7.6 | -13.2
COc1ccc(CCN(C)CC(=O)Nc2cc(C)nc3ccccc23)cc1OC | 4.4 | 1.4 | 7.2 | -0.4 | -6.5 | 3.4 | 4.9 | -3.4 | -11.9
OCCC1CN(Cc2nc(-c3ccccc3)cs2)CCN1CCc1ccccc1 (stereo not drawn) | 5.3 | 3.5 | 14.3 | -7.8 | -10.5 | 4.2 | 12.9 | -19.4 | -9.6
Cc1ccc(N(C(=O)c2csnn2)C(C(=O)NCc2ccccc2)c2cccnc2)cc1 (stereo not drawn) | 3.0 | -2.1 | 2.5 | -1.0 | -1.2 | -10.3 | 5.3 | -0.2 | 6.8
COc1ccccc1NC(=S)NC(NC(C)=O)C(Cl)(Cl)Cl (stereo not drawn) | 0.3 | 1.0 | -5.2 | -2.2 | -1.3 | -7.2 | -0.4 | 5.5 | 5.1
CS(=O)(=O)N(CC(=O)Nc1ccc(C(N)=O)cc1)C1CCCCC1 | -0.5 | 3.2 | -0.8 | 0.6 | -2.4 | -3.4 | 2.7 | 1.5 | 1.4
NC(=NC1CCCCC1)NS(=O)(=O)c1ccccc1 | 0.1 | 4.8 | 10.6 | -3.0 | -4.5 | 2.4 | 1.6 | -1.8 | -3.5
CNc1cnc(-c2ccc(C(=O)N3CCOCC3)cc2)cn1 | 0.8 | 0.2 | -3.8 | -0.8 | -2.2 | -6.5 | -4.4 | 6.5 | 0.4
COc1ccc(N2CCN(C(=O)CSc3ccccc3)CC2)cc1 | 2.0 | 6.5 | 0.9 | 1.1 | -5.1 | -10.7 | 7.3 | -2.3 | -2.5
COc1cccc(CN(C)S(=O)(=O)c2c(C)noc2C)c1OC | 0.3 | 0.8 | 10.3 | -0.1 | 1.8 | -4.0 | -4.6 | 0.1 | -0.3
C/C(=C\C=C\c1ccccc1)C(=O)c1c(C)cc(C)[nH]c1=O | 1.7 | 3.1 | 3.4 | -1.7 | -6.9 | -2.8 | 4.0 | 3.7 | -6.3
O=C(O)C(Oc1ccc(Cl)cc1)c1ccc(Cl)cc1 (stereo not drawn) | -0.4 | 1.4 | -19.2 | -0.8 | -3.3 | -2.7 | 11.7 | 11.5 | 3.9
CCCCn1nnc(NC(=O)C(c2ccccc2)c2ccccc2)n1 | 0.0 | -0.3 | -2.8 | 1.3 | -3.0 | 1.0 | -6.8 | 6.8 | 11.3
CN(C(=O)c1ccc2nc(N)sc2c1)c1ccccc1 | 1.8 | 0.9 | -13.3 | -13.8 | -8.3 | -4.3 | -0.9 | 5.0 | 5.4
COc1ccc2nc(NCc3ccc(OC)c(OC)c3OC)sc2c1 | 3.2 | 2.1 | -14.6 | -3.8 | 0.9 | -2.9 | 12.8 | 12.2 | -0.1
CCC(=O)N1CCC(C)(C(=O)NCc2ccc(F)cc2)C1 (stereo not drawn) | 0.7 | 0.9 | 2.3 | 0.8 | -5.7 | -13.2 | -6.4 | -2.8 | 2.5
CCCCN(C)C(=S)Nc1ccc2nc(N3CCN(CC)CC3)cc(C)c2c1 | 1.3 | 6.8 | -20.3 | -2.6 | -2.5 | -6.4 | 8.3 | 19.4 | 0.0
Cc1ccc(-c2nc(CSCC(=O)NCCN3CCN(Cc4ccccc4)CC3)c(C)o2)cc1 | 8.5 | 10.2 | 26.0* | 0.9 | -3.5 | 10.2 | 26.0 | -17.6 | -10.4
CCn1cc(/C=N/NS(=O)(=O)c2ccc(OC)cc2)c(C)n1 | 0.2 | 7.5 | -34.3 | 21.7 | 20.7* | -3.2 | 16.6 | 13.8 | -3.2

Screening results: PubChem BioAssay, The Scripps Research Institute Molecular Screening Center
